OX1R antag-1 = OX1R (human) antagonism | AID 485270 | OX1R-expressing cells, FRET antagonist read-out | O43613 | inhibition, % at 6.6 µM | actives 1.8% (n = 330,000); in the data active = inhibition mostly above about 38%, no sharp cut-off; inactive = mostly below about 40%;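 note: 0% = agonist challenge alone and 100% = reference antagonist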
Target sequence (O43613 whole entry, looked up): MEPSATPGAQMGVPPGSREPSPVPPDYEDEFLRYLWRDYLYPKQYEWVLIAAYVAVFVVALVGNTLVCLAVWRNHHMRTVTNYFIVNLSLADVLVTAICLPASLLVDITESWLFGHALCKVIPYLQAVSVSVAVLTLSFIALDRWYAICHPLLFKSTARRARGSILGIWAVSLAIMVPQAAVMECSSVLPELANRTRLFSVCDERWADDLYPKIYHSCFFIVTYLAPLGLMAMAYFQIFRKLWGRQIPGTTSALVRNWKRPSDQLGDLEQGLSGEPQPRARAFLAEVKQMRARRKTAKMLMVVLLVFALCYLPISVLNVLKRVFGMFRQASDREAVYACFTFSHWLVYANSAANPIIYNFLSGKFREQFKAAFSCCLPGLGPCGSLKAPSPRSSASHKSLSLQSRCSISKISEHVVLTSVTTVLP
OX1R antag-2 = blocks the human orexin 1 receptor. O43613. CHO/OX1R cells, Fluo-8 calcium fluorescence, orexin A. inhibition, % at 5 µM. actives 0.43% (n = 330,000). AID 434989;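 active = inhibition above its plate's threshold, mean inhibition of all tested compounds on the plate plus 3 SD, cut at about 37% in these data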;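 note: 0% = orexin A challenge wells and 100% = SB-334867-A antagonist wells; not every result past the cut was called active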
STK33 kinase inh = human STK33 kinase inhibition; Q9BYT3; purified STK33, MBP phosphorylation, ADP-Glo luminescence; inhibition, % at 10 µM; actives 0.073% (n = 320,000);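 active = inhibition at or above 25%, using the most active replicate where run in duplicate; inactive = inhibition below 25%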
Target sequence (Q9BYT3 whole entry, looked up): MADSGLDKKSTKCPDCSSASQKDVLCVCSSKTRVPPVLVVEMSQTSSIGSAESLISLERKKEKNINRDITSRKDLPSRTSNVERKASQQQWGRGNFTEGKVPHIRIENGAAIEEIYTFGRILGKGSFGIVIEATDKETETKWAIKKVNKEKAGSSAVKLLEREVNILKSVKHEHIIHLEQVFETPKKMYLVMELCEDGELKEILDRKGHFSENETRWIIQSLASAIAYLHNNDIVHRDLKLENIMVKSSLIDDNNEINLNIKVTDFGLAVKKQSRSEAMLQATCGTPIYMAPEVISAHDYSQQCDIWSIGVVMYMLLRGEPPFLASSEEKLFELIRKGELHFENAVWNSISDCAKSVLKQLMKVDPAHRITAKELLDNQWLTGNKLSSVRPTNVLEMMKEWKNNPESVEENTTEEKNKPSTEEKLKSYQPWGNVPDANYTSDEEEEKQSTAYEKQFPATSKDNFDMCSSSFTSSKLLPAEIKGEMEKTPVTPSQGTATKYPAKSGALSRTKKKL
The depositor's hits bear a star; / = no result given; & = joins results of further samples.

SMILES | OX1R antag-1 | OX1R antag-2 | STK33 kinase inh
Cc1nc(Nc2nc3ccccc3o2)nc(C)c1C(=O)Nc1ccc(F)cc1 | 1 | -39 | -0.9
O=C(Cn1nc(-c2ccccc2)ccc1=O)NCCN1CCN(c2cccc(Cl)c2)CC1 | 6 | -12 | -0.5
NC(=O)C1(N2CCCCC2)CCN(C(=O)CSc2nc3ccccc3s2)CC1 | 8 | -15 | 0.0
CCCCCNC(=O)CC1Nc2c3ccccc3nc(=S)n2C1=O (stereo not given) | -1 | -3 | 1.4
COc1cc(C=O)ccc1Oc1nc(Nc2ccc(F)cc2F)nc(N2CCOCC2)n1 | 32 | -16 | 2.2
O=S1(=O)CCN(OCc2ccc(F)cc2Cl)CC1 | 21 | 0 | 8.1
CCOC(=O)C1CCCN(C(=O)Cn2ncc3c([nH]c4ccc(C)cc43)c2=O)C1 (stereo not given) | 9 | -27 | 1.0
O=C(NC(=S)Nc1cccc2cc(O)ccc12)c1ccccc1Br | 27 | -6 | 1.2
COc1ccccc1-c1noc(-c2ccccc2)n1 | 7 | -19 | 0.1
CC(=O)NC(Cc1ccccc1)C(=O)NC1CCN(C(=O)c2ccc([N+](=O)[O-])cc2)CC1 (stereo not given) | 17 | 9 | -1.8
Cc1ccc(N(C(=O)C(F)(F)F)C(C(=O)NC2CCCCC2)c2ccncc2)cc1C (stereo not given) | 7 | 10 | -1.9
Cc1occc1C(=O)N/N=C/c1ccc[nH]1 | -5 | -18 | -0.3
COc1ccc2c(c1OC)C(=O)OC2Nn1cncn1 (stereo not given) | 7 | 0 | -0.3
CC(=O)Nc1ccc2ccc3cccc4ccc1c2c34 | 20 | -10 | -10
CC(=O)Nc1ccc(S(=O)(=O)NC(CC(=O)NCCc2ccccc2)C(C)C)cc1 (stereo not given) | 22 | -7 | 3.0
CCOC(=O)N1CCN(c2c(NCCCN(CC)Cc3ccccc3)c(=O)c2=O)CC1 | 4 | 7 | -1.0
O=C(CN1CCN(Cc2ccccc2)CC1)N1CCN(c2ccccc2)CC1 | 9 | -21 | -1.0
CC(=O)c1cccc(NC(=O)c2ccc(OCc3c(C)noc3C)cc2)c1 | 3 | 10 | -1.2
CCN(CC)S(=O)(=O)c1ccc(/C(O)=C2/C(=O)C(=O)N(CCOC)C2c2ccccc2)cc1 (stereo not given) | 12 | -11 | -1.9
C=CCNC(=S)Nc1ccc(C)cc1[N+](=O)[O-] | 17 | -12 | -0.6
CCOC(=O)Cc1nc2cc(Cl)ccc2o1 | 2 | -18 | -0.2
CC1CC(C)CN(CCCSc2ccccc2)C1 (stereo not given) | 10 | -8 | -2.2
O=C(Nc1ccccc1F)Nc1cccnc1Cl | 0 | -10 | 0.7
Cc1ccc(CNC(=O)COC(=O)c2cnc(C)cn2)cc1 | 9 | 1 | -1.0
COC(=O)c1cc(CN2C(=O)c3ccccc3C2=O)c(O)c([N+](=O)[O-])c1 | 11 | -7 | -0.3
Cc1cccc(C)c1OCCOCCN1CCN(C)CC1 | 4 | -15 | -0.2
CCOC(=O)C1CCN(C(=O)CCCNC(=O)Cn2cnc3sc(C)c(C)c3c2=O)CC1 | 4 | -25 | -2.4
CN(C)CCNC(C(=O)Nc1cccc(C(F)(F)F)c1)c1ccccc1 (stereo not given) | 13 | -12 | -0.7
COc1c2occc2c(OC)c2c(=O)cc(C)oc12 | 9 | -6 | 0.4
CCOC(=O)c1c(C)[nH]c(C)c1S(=O)(=O)NCCc1ccco1 | 7 | 8 | -1.1
CCCN1Cc2cccc(C(=O)NCc3ccccc3)c2C1=O | 7 | -9 | 1.6
CCO/C=C1/C(=O)N(Cc2ccccc2)C(=O)c2ccccc21 | 4 | 10 | -1.6
Cc1csc(Sc2ccc(C(=O)OCC(=O)Nc3ccc(F)cc3[N+](=O)[O-])cc2[N+](=O)[O-])n1 | 14 | -21 | 1.3
CC(=O)Oc1ccc2nc(CN3C(=O)c4ccc([N+](=O)[O-])cc4C3=O)oc(=O)c2c1 | 41 | 2 | -1.2
CCCCCc1nnc(NC(=O)Cc2cccs2)s1 | 1 | -42 | -0.4
CCc1sc(C(=O)Nc2ccc(OC)c(S(=O)(=O)N3CCOCC3)c2)cc1C | 11 | 9 | -0.1
COc1ccc(-c2ccc(=O)n(Cc3c(F)cccc3Cl)n2)cc1 | 23 | -28 | -1.9
CCc1noc(C)c1C(=O)N1CCCC1 | 5 | -13 | 0.9
Cc1ccc(NC(NC(=O)OCCn2c([N+](=O)[O-])cnc2C)C(Cl)(Cl)Cl)cc1 (stereo not given) | 20 | -32 | -0.4
Cc1ccc(NC(=O)CCn2cc(C(F)(F)F)ccc2=O)cc1 | 11 | -23 | -0.3
Cc1ccccc1Nc1c(-c2ccc(N3CCOCC3)cc2)nc2ncccn12 | 20 | -19 | 1.5
c1ccc(Cn2nnc3c(N4CCN(Cc5ccc6c(c5)OCO6)CC4)ncnc32)cc1 | 11 | -21 | 0.7
Cc1cc(C)nc(NS(=O)(=O)c2ccc(N=Cc3c(C)[nH]n(-c4ccccc4)c3=O)cc2)n1 | 1 | -15 | 0.8
CN(Cc1ccccc1)C(=O)c1cc(-c2ccc(Br)cc2)on1 | 10 | -26 | 0.3
O=C(NC1CCN(Cc2ccccc2)CC1)c1ccccc1Cl | 1 | -8 | -2.2
COc1ccc(-c2cc(C)no2)cc1S(=O)(=O)NCCCN1CCN(c2ccccc2)CC1 | 18 | -46 | -2.9
CC(=O)Nc1ccc(NC(=O)C(C)OC(=O)c2ccc3[nH]c(C)c(C)c3c2)cc1 (stereo not given) | 23 | -16 | -5.5
O=C(CCCOc1ccccc1)Nc1nnc(C2CCCO2)s1 (stereo not given) | 7 | -8 | -1.9
Cc1ccc(N(CC(=O)NCc2ccncc2)S(C)(=O)=O)cc1 | 6 | -14 | 0.4
CCOC(=O)c1c(C)[nH]c(C)c1S(=O)(=O)N(C)CC(=O)Nc1cccc(F)c1 | 19 | -13 | -0.7
COc1ccccc1N/C(N)=N/c1nc(C(F)(F)F)cc(=O)[nH]1 | 6 | -17 | -0.6
Cc1cc(-n2c(C)cc(C(=O)CSc3nncn3C)c2C)no1 | 9 | -23 | -1.1
O=C(Oc1ccccc1N1CCOCC1)c1ccccc1 | 29 | 3 | 0.0
CC(=O)Nc1ccc(C(=O)NC2CCSc3ccccc32)cc1 (stereo not given) | 26 | -6 | -0.3
CCOC(=O)/C=C1\SCC(=O)N1CC(=O)NCc1cccc(Cl)c1 | 8 | -26 | -1.9
Cc1ccc(NS(=O)(=O)c2cccc(C(=O)N3CCOCC3)c2)cc1 | 8 | -28 | -1.1
Cc1c(C(=O)OCC(=O)N2CCCCC2C)oc2ccccc12 (stereo not given) | 14 | -11 | 0.4
O=C(c1ccc(Cl)s1)N(Cc1nnc(-c2ccccc2Cl)o1)C1CC1 | 20 | -28 | 0.2
O=C(Nc1ccccc1F)c1cnccn1 | 10 | -10 | -0.5
CC1CC(=O)Nc2ccccc2N1S(=O)(=O)c1cccs1 (stereo not given) | 2 | -9 | -0.8

Additional results:
SMILES | OX1R antag-1 | OX1R antag-2 | STK33 kinase inh
CN(C(=O)CSc1nnc(-c2ccccc2F)n1N)C1CCCCC1 | 2 | -16 | -0.4
NC(=O)CCN1CCN(Cc2cn[nH]c2-c2cccc3ccccc23)CC1 | 2 | -11 | 0.1
C/C(CC(=O)NCc1ccc(Cl)cc1)=N\NC(=O)c1ccccc1F | 10 | -23 | -1.3
CC(=O)Nc1nnc(SCC(=O)N2CCCc3ccccc32)s1 | 14 | -16 | 0.0
CCCn1c(N)c(N(CCOC)C(=O)c2ccc(-c3ccc(Cl)cc3)o2)c(=O)[nH]c1=O | 9 | -8 | -1.5
CCCCOc1c(Cl)cc(CNC(C)(C)CO)cc1OCC | 18 | -22 | -0.7
COc1cc(/C(C)=N/NC(=O)c2nnn(-c3nonc3N)c2-c2cccs2)ccc1O | 12 | -2 | -0.6
NC(=O)c1cc([N+](=O)[O-])ccc1NCCN1C(=O)c2ccccc2C1=O | 16 | -10 | -2.8
CCOC(=O)C1(Cc2cccc(OC)c2)CCCN(Cc2cc(C(C)C)n[nH]2)C1 (stereo not given) | 19 | -32 | -1.6
CCc1cc2c(=O)c(-c3nc4ccccc4n3C)c(C)oc2c(CN2CCN(CCO)CC2)c1O | 17 | -27 | 0.2
CCCCn1nc2cc(C(=O)NC3CCCc4ccccc43)ccc2c1OCC (stereo not given) | 8 | -23 | -2.3
Cc1nn(-c2ccc(N3CCCCC3)nn2)c(C)c1CCC(=O)Nc1cc(F)ccc1F | 14 | -24 | 5.4
O=C(NCc1ccc(F)cc1)C(c1ccccc1)N(C(=O)c1csnn1)C1CC1 (stereo not given) | 17 | -35 | -1.2
Cc1nc2ccccc2c(=O)n1NC(=O)c1cccc([N+](=O)[O-])c1 | 21 | -22 | 1.7
NCc1ccc(S(N)(=O)=O)cc1 | 8&5 | -3&-10 | -1.0
O=C(NCC1COc2ccccc2O1)C1(c2ccccc2)CCCC1 (stereo not given) | 20 | -19 | -0.5
Cc1ccc(S(=O)(=O)NCC(=O)NCC(=O)N(C)Cc2ccc3ccccc3c2)cc1C | 1 | -20 | -1.1
CC(C)(C)C1C/C(=C/c2ccccn2)C(=O)/C(=C/c2ccccn2)C1 (stereo not given) | 9 | -28 | -1.0
COCCN(C(=O)c1cccc(-n2cnnn2)c1)c1c(N)n(CC(C)C)c(=O)[nH]c1=O | 3 | -10 | -1.5
Cc1cc(C)cc(NC(=S)NCCc2c[nH]c3ccccc23)c1 | 38 | -14 | -1.5

Next part, overlapping the part above by 3 compounds.
SMILES | OX1R antag-1 | OX1R antag-2 | STK33 kinase inh
CC(C)(C)C1C/C(=C/c2ccccn2)C(=O)/C(=C/c2ccccn2)C1 (stereo not given) | 9 | -28 | -1.0
COCCN(C(=O)c1cccc(-n2cnnn2)c1)c1c(N)n(CC(C)C)c(=O)[nH]c1=O | 3 | -10 | -1.5
Cc1cc(C)cc(NC(=S)NCCc2c[nH]c3ccccc23)c1 | 38 | -14 | -1.5
O=C(Cc1ccccc1F)OCN1C(=O)c2ccccc2C1=O | 16 | -16 | -0.1
O=C(COC(=O)/C=C/c1cccc(C(F)(F)F)c1)NCc1ccccc1 | 9 | -13 | -0.8
CCCS(=O)(=O)c1ccc(COC(=O)c2ccc(NC(C)=O)cc2)cc1 | 12 | -23 | -1.0
COc1ccc(C)cc1NC(=O)CCCN1C(=O)NC(C)(C)C1=O | 1 | -6 | -0.2
CC(=O)c1ccc(NC(=O)N[C@@H](CC(C)C)C(=O)O)cc1 | 23 | -18 | 0.4
O=C(O)c1nccnc1C(=O)NCc1csc2ccc(Cl)cc12 | 2 | 3 | -1.5
O=C(/C=C/c1cccs1)N1CCN(c2ccc(F)cc2)CC1 | 5 | -18 | -7.2
O=C1CC(/C=C/c2ccccc2)=Nc2ccccc2N1 | 33 | -24 | -0.2
O=C(COc1ccccc1-c1ccccc1)N/N=C/c1ccncc1 | 24 | -24 | 0.5
Cn1cccc1CNCc1ccc(F)cc1 | 6 | -3 | -2.2
Cc1ccc(OCc2cc(C(=O)N3CCCC(O)C3)no2)cn1 (stereo not given) | 13 | -1 | -0.5
c1ccc2oc(C3=NNC(=NC4CC4)SC3)cc2c1 | 18 | -23 | 1.1
Cc1ccccc1OCC(=O)OCC(=O)Nc1ncc(Cl)c(C)c1Cl | 21 | -33 | /
N#Cc1cnn(-c2cccc(Cl)c2)c1N | 19 | -12 | /
Cc1cccc(-n2c(Cc3cc(=O)[nH]c(=O)[nH]3)nnc2SCC(=O)NCc2ccco2)c1 | 7 | -6 | -0.6
COc1ccc(S(=O)(=O)Nc2ccc(-c3ccc4nncn4n3)cc2)c(OC)c1 | 9 | -14 | -0.6
Cc1cc(NC(=O)c2ccccc2C)no1 | 10 | 7 | -2.6
Cc1ccc(/C=C/C(=O)O)cc1S(=O)(=O)N(CCO)CCO | 16 | 4 | -0.1
CC(=O)NN1C(=O)c2ccccc2NC1c1ccco1 (stereo not given) | 9 | 4 | -0.8
O=C(CCc1ccc(S(=O)(=O)NCCc2ccccc2)cc1)N1CCN(Cc2ccc3c(c2)OCO3)CC1 | 20 | 11 | -1.0

Next section, overlapping the part above by 2 compounds.
SMILES | OX1R antag-1 | OX1R antag-2 | STK33 kinase inh
CC(=O)NN1C(=O)c2ccccc2NC1c1ccco1 (stereo not given) | 9 | 4 | -0.8
O=C(CCc1ccc(S(=O)(=O)NCCc2ccccc2)cc1)N1CCN(Cc2ccc3c(c2)OCO3)CC1 | 20 | 11 | -1.0
Clc1ccc2c(c1)-c1[nH]ncc1CS2 | 4 | -5 | -1.7
CCCc1cc(=O)oc2c3c(cc(OCC(=O)N[C@@H](C)C(=O)O)c12)OC(C)(C)CC3 | 8 | -16 | 0.6
CN1CCN(C(=O)CCN2C(=O)/C(=C\c3ccccc3F)SC2=S)CC1 | 29 | -20 | 0.3
C=CCn1c(=S)[nH]c2nc3c(cc2c1=O)CCCC3 | 1 | -17 | -1.7
Cc1ccc(-c2cc(Cc3ccccn3)c(=O)[nH]n2)cc1 | 15 | -5 | -1.0
O=C(NCc1ccc2c(c1)OCO2)c1ccc(CS(=O)Cc2cccc(Cl)c2)o1 (stereo not given) | -4 | -33 | -0.8
CCOc1ccc(CNC2CCCCCCC2)cc1OC | 9 | -12 | -0.7
O=C(NCCSc1c[nH]c2ccccc12)c1ccc(Br)o1 | 19 | -5 | 0.2

Profiles as entered above. Values in the order: OX1R antag-1, OX1R antag-2, STK33 kinase inh
`CCCc1cc(=O)oc2c3c(cc(OCC(=O)N[C@@H](C)C(=O)O)c12)OC(C)(C)CC3` is entered as 8, -16, 0.6
`O=C(NCc1ccc2c(c1)OCO2)c1ccc(CS(=O)Cc2cccc(Cl)c2)o1` (stereo not given) is entered as -4, -33, -0.8
`CCOc1ccc(CNC2CCCCCCC2)cc1OC` is entered as 9, -12, -0.7
`CN1CCN(C(=O)CCN2C(=O)/C(=C\c3ccccc3F)SC2=S)CC1` is entered as 29, -20, 0.3

Screens (PubChem)
